Compound activity deposited in PubChem by several laboratories.
KKLEB cytotox: reduces viability of KKLEB cystic fibrosis airway cells; KKLEB CF airway cells viability, ATPlite luminescence, overnight; active compounds read low; cells stimulated with P. aeruginosa culture filtrate; AID 602141; 0.36% of 360,000 active; activity change (cytotoxicity), % at 5 µM;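 active = corrected activity change at or below -50% at 5 µM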
TRPM1 prom inh: MITF TRPM1 promoter inhibition in SK-MEL-5 cells; 0.83% of 330,000 active; inhibition, % at 12.5 µM; SK-MEL-5 TRPM1 promoter luciferase, 24 h;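 active = mean inhibition across replicates of 60% or more, whatever share of single replicates reaches that level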; also: values of inactives mirror those of a sister screen read the other way
Shn3 3UTR inh: inhibitors of Schnurri-3 3'UTR reporter in osteoblasts. Clone20 osteoblast Shn3 3'UTR firefly luciferase, 24 h. inhibition, % at 12.5 µM. 0.52% of 360,000 active. AID 588674;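 active = mean inhibition of at least 75% with every replicate also reaching 75%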;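 also: 0% = median of neutral control wells and 100% = pilot-screen positive control compound; some compounds past the cut are filed as inactive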
TWEAK-Fn14 inh: blocks TWEAK-Fn14 interaction in a reporter cell assay; TWEAK-stimulated Fn14 reporter cells, luciferase luminescence, 8 h; inhibition, % at 10 µM; 2% of 360,000 active; AID 1159606; in the data active = inhibition above about 50%
Peg3 promoter: inhibitors of Peg3 promoter; HeLa PEG-Prom luciferase reporter, luminescence, overnight; inhibition, % at 20 µM; 1.7% of 360,000 active; AID 588405;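 active = inhibition of at least 50% at 20 µM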
TROY signal inh: blocks TROY-dependent signaling in reporter cells; AID 1347056; Q293 LMP1-TROYcd NF-kB luciferase reporter, 4 h; inhibition, % at 10 µM; 0.98% of 360,000 active;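 active = compounds whose plate-normalised and pattern-corrected inhibition of the luciferase reporter signal at the single screening dose is 50% or more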
CF NFkB inh: cystic fibrosis NF-kB activation inhibition | inhibition, % at 5 µM | KKLEB NF-kB-GFP reporter, PAF-induced, GFP fluorescence overnight | 0.86% of 360,000 active;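 active = at least 50% inhibition at 5 µM, scaled per plate between neutral and stimulator controls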;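 also: PAF is a Pseudomonas aeruginosa culture filtrate used as stimulus; plate controls were PAF-stimulated DMSO wells for no effect and unstimulated DMSO wells for full effect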
NR2E3 ag-1: activates human NR2E3 receptor; CHO-S Gal4-NCOR/VP16-NR2E3 two-hybrid, luciferase; inhibition of corepressor binding, % at 3.98 µM; 0.35% of 360,000 active; AID 602229;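 active = inhibition above the mean of all tested compounds plus 3 SD, cut at about 70% in these data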;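 also: 0% = DMSO with NR2E3 transfected cells and 100% = cells lacking NR2E3 construct; higher means lower luciferase signal from less NR2E3 corepressor binding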
Target sequence (Q9Y5X4 whole entry, looked up, the tested form may be a part): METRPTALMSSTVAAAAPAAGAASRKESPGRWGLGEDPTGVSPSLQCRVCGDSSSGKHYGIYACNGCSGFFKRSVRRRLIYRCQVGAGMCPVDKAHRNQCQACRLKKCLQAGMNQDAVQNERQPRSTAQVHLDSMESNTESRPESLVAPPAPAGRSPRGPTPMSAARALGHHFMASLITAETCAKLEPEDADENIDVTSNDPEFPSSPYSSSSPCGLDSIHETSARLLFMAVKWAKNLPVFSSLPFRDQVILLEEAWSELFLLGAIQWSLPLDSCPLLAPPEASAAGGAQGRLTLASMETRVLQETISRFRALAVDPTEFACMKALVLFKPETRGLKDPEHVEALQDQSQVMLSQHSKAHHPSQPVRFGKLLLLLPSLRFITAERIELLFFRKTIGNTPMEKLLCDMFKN
TRAIL sens C8: caspase-8 TRAIL sensitization; NB7+C8 cells + TRAIL, ATPlite viability luminescence; inhibition (viability loss, TRAIL sensitization), % at 10 µM; 1% of 360,000 active;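 active = compounds causing at least 50% loss of cell viability in the single-dose screen, relative to plate controls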
HIF-2a inh: blocks HIF-2a reporter activity; 786-0 RCC cells HIF-2a reporter, luciferase luminescence, overnight; inhibition, % at 18.8 µM; 0.72% of 360,000 active; AID 624352;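 active = inhibition of the luminescence signal of 40% or more relative to plate controls, in a single-dose primary screen at 18.75 µM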
NR2E3 ag-2: agonists of human nuclear receptor NR2E3; GST-NR2E3/biotin-RetCOR TR-FRET, 1536-well; inhibition of corepressor binding, % at 4.78 µM; 0.12% of 320,000 active; AID 2300;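 active = percent inhibition above the cutoff of mean plus 3 SD of all tested compounds, set per screening campaign, cut at about 20% in these data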;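 also: 0% = DMSO wells and 100% = biotin wells as full block of FRET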
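System: GST-tagged NR2E3 plus biotinylated RetCOR corepressor; Amount: 1.35 nM GST-tagged NR2E3 final; Dosing: single nominal compound dose of 4.8 µM; Schedule: 5 h incubation at 4 °C; Technique: TR-FRET with europium anti-GST and streptavidin-D2, 340 nm excitation; Controls: biotin wells as high control, 0.6% DMSO wells as low control.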
* = called active by the depositor. These rows are one share of the data; rates above refer to the full screens.

For O=C(O)c1cc2n(n1)C(C(F)(F)F)CC(c1ccco1)N2 (stereo unspecified) the results were KKLEB cytotox 8.0, TRPM1 prom inh 13.9, Shn3 3UTR inh -1.1, TWEAK-Fn14 inh -2.2, Peg3 promoter 2.1, TROY signal inh 9.9, CF NFkB inh -1.5, NR2E3 ag-1 -13.4, TRAIL sens C8 3.5, HIF-2a inh 19.7 and NR2E3 ag-2 -2.2.
N#CCC(=O)Nc1ccc(C(=O)OCC(=O)Nc2ccccc2-c2ccccc2)cc1 was read as KKLEB cytotox 7.3, TRPM1 prom inh -10.7, Shn3 3UTR inh -9.3, TWEAK-Fn14 inh -14.3, Peg3 promoter 6.6, TROY signal inh -8.0, CF NFkB inh -4.4, NR2E3 ag-1 -8.8, TRAIL sens C8 -7.1, HIF-2a inh 6.0 and NR2E3 ag-2 4.2.
Screening Cc1ccc(C(=O)C2=C(O)C(=O)N(Cc3ccco3)C2c2cccc(Br)c2)o1 (stereo unspecified) returned KKLEB cytotox -2.1, TRPM1 prom inh 14.9, Shn3 3UTR inh -5.9, TWEAK-Fn14 inh 16.8, Peg3 promoter 20.3, TROY signal inh -1.2, CF NFkB inh 5.3, NR2E3 ag-1 -32.3, TRAIL sens C8 -1.8, HIF-2a inh 18.3 and NR2E3 ag-2 31.3*.
`CN(C)c1cccc2c(S(=O)(=O)N3CCOCC3)cccc12` gave KKLEB cytotox -6.8, TRPM1 prom inh -6.6, Shn3 3UTR inh 12.3, TWEAK-Fn14 inh -0.6, Peg3 promoter 1.8, TROY signal inh -0.8, CF NFkB inh 8.3, NR2E3 ag-1 0.2, TRAIL sens C8 -9.1, HIF-2a inh 0.6 and NR2E3 ag-2 1.6.
For C=CCO/N=C/C1=C(O)C(C(=O)OC)C(C)(C)CC1=O (stereo unspecified) the results were KKLEB cytotox 8.1, TRPM1 prom inh -1.7, Shn3 3UTR inh -1.8, TWEAK-Fn14 inh 4.2, Peg3 promoter -54.5, TROY signal inh 0.0, CF NFkB inh -6.9, NR2E3 ag-1 2.1, TRAIL sens C8 -0.4, HIF-2a inh -7.6 and NR2E3 ag-2 -7.8.
`CCOC(=O)C1CCN(C(=O)C(C)Sc2nnc3ccccn23)CC1` (stereo unspecified) gave KKLEB cytotox 7.2, TRPM1 prom inh 5.6, Shn3 3UTR inh -28.6, TWEAK-Fn14 inh -2.2, Peg3 promoter -3.6, TROY signal inh 5.8, CF NFkB inh -1.2, NR2E3 ag-1 -45.1, TRAIL sens C8 -10.1 and HIF-2a inh 8.0.
O=C(c1ccccc1)N(Cc1ccccc1)c1ccccn1 was read as KKLEB cytotox -8.2, TRPM1 prom inh 15.9, Shn3 3UTR inh 14.3, TWEAK-Fn14 inh -11.0, Peg3 promoter 24.3, TROY signal inh 0.3, CF NFkB inh 10.1, NR2E3 ag-1 -15.5, TRAIL sens C8 12.3, HIF-2a inh -27.4 and NR2E3 ag-2 6.4.
CC(=O)c1cc(Cc2csc(C(C)=O)c2)cs1 was read as KKLEB cytotox 0.9, TRPM1 prom inh -3.7, Shn3 3UTR inh 8.8, TWEAK-Fn14 inh 17.4, Peg3 promoter -14.0, TROY signal inh -24.4, CF NFkB inh -18.2, NR2E3 ag-1 -13.0, TRAIL sens C8 1.9, HIF-2a inh -19.6 and NR2E3 ag-2 -1.1.
Screening O=C(CN1C(=O)NC2(CCCC2)C1=O)Nc1nc(-c2ccc(F)cc2)cs1 returned KKLEB cytotox 2.7, TRPM1 prom inh -3.3, Shn3 3UTR inh 21.8, TWEAK-Fn14 inh 2.7, Peg3 promoter -2.9, TROY signal inh -2.0, CF NFkB inh -20.6, NR2E3 ag-1 -1.9, TRAIL sens C8 -14.8, HIF-2a inh -1.5 and NR2E3 ag-2 0.5.
Screening O=C(CNC(=O)c1ccccc1F)OCCCOC(=O)CNC(=O)c1ccccc1F returned KKLEB cytotox -0.6, TRPM1 prom inh -13.5, Shn3 3UTR inh 1.0, TWEAK-Fn14 inh 9.7, Peg3 promoter 19.7, TROY signal inh 7.7, CF NFkB inh -4.2, NR2E3 ag-1 -17.0, TRAIL sens C8 -2.5, HIF-2a inh 0.6 and NR2E3 ag-2 1.2.
For CS(=O)(=O)Nc1ccc(C2=NN(C(=O)c3ccco3)C(c3ccc(F)cc3)C2)cc1 (stereo unspecified) the results were KKLEB cytotox 7.3, TRPM1 prom inh 15.4, Shn3 3UTR inh 3.6, TWEAK-Fn14 inh 19.6, Peg3 promoter 5.0, TROY signal inh 13.7, CF NFkB inh -9.1, NR2E3 ag-1 22.8, TRAIL sens C8 -11.3, HIF-2a inh 16.4 and NR2E3 ag-2 -7.1.
`CSC1=C(C#N)C(=O)NC(c2ccccc2O)S1` (stereo unspecified) gave KKLEB cytotox 1.7, TRPM1 prom inh 0.4, Shn3 3UTR inh 6.7, TWEAK-Fn14 inh -1.2, Peg3 promoter 8.4, TROY signal inh 1.0, CF NFkB inh -13.9, NR2E3 ag-1 -13.6, TRAIL sens C8 -5.9, HIF-2a inh 20.2 and NR2E3 ag-2 0.6.
`CCOC(=O)[C@]12CCCC=C1N(Cc1ccc(Cl)cc1Cl)C(=O)[C@H](CC(=O)NCCCN1CCCC1=O)C2` gave TWEAK-Fn14 inh 11.8, TROY signal inh -5.4, NR2E3 ag-1 6.0, TRAIL sens C8 0.3 and HIF-2a inh -4.0.
Screening CC(C)C[C@@H](COc1ccccc1)N1CCN(CCc2ccccc2)CCC1=O returned KKLEB cytotox -2.5, TRPM1 prom inh -6.8, Shn3 3UTR inh 7.7, TWEAK-Fn14 inh 5.7, Peg3 promoter 31.1, TROY signal inh 4.3, CF NFkB inh 1.7, NR2E3 ag-1 -10.6, TRAIL sens C8 3.2, HIF-2a inh 3.3 and NR2E3 ag-2 5.3.
Screening COc1cc(Cl)c(C)cc1NC(=O)COC(=O)/C=C/c1c(C)nn(C2CCS(=O)(=O)C2)c1Cl (stereo unspecified) returned KKLEB cytotox 6.8, TRPM1 prom inh 11.7, Shn3 3UTR inh -0.5, TWEAK-Fn14 inh -12.2, Peg3 promoter 4.9, TROY signal inh 8.4, CF NFkB inh -21.6, NR2E3 ag-1 -24.8, TRAIL sens C8 -5.7, HIF-2a inh -1.6 and NR2E3 ag-2 1.1.
Cc1cccc(NC(=O)COC(=O)c2cccs2)c1C was read as KKLEB cytotox 4.5, TRPM1 prom inh 5.9, Shn3 3UTR inh -3.2, TWEAK-Fn14 inh -9.8, Peg3 promoter -3.4, TROY signal inh 10.4, CF NFkB inh -17.3, NR2E3 ag-1 -0.9, TRAIL sens C8 -4.0, HIF-2a inh -6.0 and NR2E3 ag-2 4.9.
For Cc1cc(/C=C2\C(=N)N3N=C(S(C)(=O)=O)SC3=NC2=O)c(C)n1Cc1ccccc1 the results were KKLEB cytotox 7.1, TRPM1 prom inh 3.6, Shn3 3UTR inh 9.9, TWEAK-Fn14 inh -7.8, Peg3 promoter -11.0, TROY signal inh 0.9, CF NFkB inh -5.1, NR2E3 ag-1 9.6, TRAIL sens C8 -3.2, HIF-2a inh 3.7 and NR2E3 ag-2 -2.8.
CC(C)(C)c1nn(-c2ccccc2)c2nc(Cl)c(C=O)cc12 was read as KKLEB cytotox -11.5, TRPM1 prom inh -15.2, Shn3 3UTR inh -4.0, TWEAK-Fn14 inh 1.0, Peg3 promoter -1.2, TROY signal inh 0.1, CF NFkB inh 9.7, NR2E3 ag-1 -13.4, TRAIL sens C8 -15.5, HIF-2a inh 7.2 and NR2E3 ag-2 2.1.
Screening CC(C)(C)C(=O)Nc1sc2c(c1-c1nc3ccccc3[nH]1)CCCC2 returned KKLEB cytotox -16.1, TRPM1 prom inh 14.4, Shn3 3UTR inh -21.3, TWEAK-Fn14 inh -6.5, Peg3 promoter 1.4, TROY signal inh -27.1, CF NFkB inh 7.3, NR2E3 ag-1 -14.2, TRAIL sens C8 10.2, HIF-2a inh -14.4 and NR2E3 ag-2 1.9.
Screening O=S(=O)(c1cc(Cl)cc(Cl)c1)N1CCC2CC1c1cc(Cl)ccc12 (stereo unspecified) returned KKLEB cytotox 4.0, TRPM1 prom inh -4.5, Shn3 3UTR inh 10.4, TWEAK-Fn14 inh 7.2, Peg3 promoter 14.9, TROY signal inh -5.0, CF NFkB inh 2.9, NR2E3 ag-1 -7.7, TRAIL sens C8 -7.4 and HIF-2a inh 5.0.
Screening CN1CCc2c(sc(NC(=O)c3ccc(C(=O)c4ccccc4)cc3)c2C(N)=O)C1 returned KKLEB cytotox -22.2, TRPM1 prom inh 5.8, Shn3 3UTR inh -7.9, TWEAK-Fn14 inh -13.3, Peg3 promoter -17.8, TROY signal inh 37.2, CF NFkB inh 13.2, NR2E3 ag-1 -14.7, TRAIL sens C8 -6.8, HIF-2a inh 16.1 and NR2E3 ag-2 2.4.
For O=C(NCc1cccnc1)c1c[nH]c2cc3c(cc2c1=O)OCCO3 the results were KKLEB cytotox -17.7, TRPM1 prom inh 2.5, Shn3 3UTR inh 62.8, TWEAK-Fn14 inh 69.6*, Peg3 promoter -218.7, TROY signal inh 48.6, CF NFkB inh 27.6, NR2E3 ag-1 -24.3, TRAIL sens C8 38.3, HIF-2a inh -75.5 and NR2E3 ag-2 1.9.
For Cn1c(=O)[nH]c2sc3c(c2c1=O)CC(C)(C)OC3 the results were KKLEB cytotox -2.5, TRPM1 prom inh -10.0, Shn3 3UTR inh 13.5, TWEAK-Fn14 inh 0.4, Peg3 promoter 4.4, TROY signal inh -8.4, CF NFkB inh 0.4, NR2E3 ag-1 12.7, TRAIL sens C8 -10.8, HIF-2a inh 17.4 and NR2E3 ag-2 0.1.
`CCC(c1nnnn1C1CCCC1)N1CCN(c2ccccc2F)CC1` (stereo unspecified) gave KKLEB cytotox 9.0, TRPM1 prom inh 3.5, Shn3 3UTR inh 9.6, TWEAK-Fn14 inh 6.3, Peg3 promoter 15.1, TROY signal inh 9.0, CF NFkB inh -12.8, NR2E3 ag-1 3.2, TRAIL sens C8 -2.8, HIF-2a inh 20.5 and NR2E3 ag-2 1.0.
COc1ccc(Oc2nnc(-c3ccc(C)cc3)c3ccccc23)cc1 was read as KKLEB cytotox -33.1, TRPM1 prom inh 2.1, Shn3 3UTR inh -14.9, TWEAK-Fn14 inh -18.4, Peg3 promoter -48.3, TROY signal inh 1.0, CF NFkB inh 21.5, NR2E3 ag-1 7.0, TRAIL sens C8 -21.8, HIF-2a inh -44.7 and NR2E3 ag-2 2.8.

Random excerpt: 2 compounds from above, in no set order.
`CN(C)c1cccc2c(S(=O)(=O)N3CCOCC3)cccc12` gave KKLEB cytotox -6.8, TRPM1 prom inh -6.6, Shn3 3UTR inh 12.3, TWEAK-Fn14 inh -0.6, Peg3 promoter 1.8, TROY signal inh -0.8, CF NFkB inh 8.3, NR2E3 ag-1 0.2, TRAIL sens C8 -9.1, HIF-2a inh 0.6 and NR2E3 ag-2 1.6.
O=C(c1ccccc1)N(Cc1ccccc1)c1ccccn1 was read as KKLEB cytotox -8.2, TRPM1 prom inh 15.9, Shn3 3UTR inh 14.3, TWEAK-Fn14 inh -11.0, Peg3 promoter 24.3, TROY signal inh 0.3, CF NFkB inh 10.1, NR2E3 ag-1 -15.5, TRAIL sens C8 12.3, HIF-2a inh -27.4 and NR2E3 ag-2 6.4.
